Screening results (PubChem BioAssay)
MCF10A rerep = induces DNA re-replication in MCF 10a normal breast cells; hit rate 2.9% among 350,000; MCF 10A DNA re-replication, Hoechst nuclear intensity, 48 h; Potency, µM (highest dose often 46.1 µM), for inactives: at the top dose activity, positive = re-replication, most hits filed as activators; further: potency means the concentration at half of the fitted maximal effect; % of control where 0% means no effect; nearly all actives have a fitted effect of over 50% in size
KB-3-1 cytotox = KB-3-1 parental cell cytotoxicity; Potency, µM (highest dose often 46.1 µM), inactives show top-dose activity change, negative = cytotoxic, usual class: cytotoxic; KB-3-1 viability, CellTiter-Glo ATP luminescence, 72 h; hit rate 1.4% among 400,000; further: potency means the concentration at half of the fitted maximal effect; on the % scale 0 is the no-effect control and ±100 the full control effect; nearly all actives have a fitted effect of over 60% in size
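Parental KB-3-1 viability, qHTS format: 72 h compound exposure, 37 °C; CellTiter-Glo; media-only wells and DMSO plates as controls; concentration-effect fits on corrected data.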
IL1B secr inh = inhibitors of inflammasome signaling (IL-1 beta secretion) | activity change, % at 57.5 µM | THP-1 LPS/ATP IL-1B secretion, AlphaLISA, 16 h; hits give low values | hit rate 4.7% among 360,000; in the data active means activity change below about -50%; inconclusive means mostly about -30% to -49%; further: on the % scale 0 is the no-effect control and ±100 the full control effect
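Secreted IL-1B measured by AlphaLISA bead assay after 16 h compound exposure of THP-1 cells; compounds (final up to 57.5 uM) added 1 h before LPS (250 ng/mL) and ATP (1.25 mM) stimulation; lower signal means less secretion.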
ATXN2 expr inh = ATXN2 expression inhibition. HEK-293 ATXN2-luciferase reporter, luminescence, 24 h. Potency, µM (highest dose often 57 µM), without a hit: at the top dose activity change, negative = inhibition, hits mostly inhibitors. hit rate 0.72% among 360,000. AID 1745845; further: potency means the concentration at half of the fitted maximal effect; on the % scale 0 is the no-effect control and ±100 the full control effect; nearly all actives have a fitted effect of over 55% in size
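qHTS (up to 57 uM final) was run with 24 h compound exposure of reporter cells at 37 °C. Each well was multiplexed: SteadyGlo luminescence measured ATXN2-luciferase expression after a fluorogenic Gly-Phe-AFC viability readout (25 uM final).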
HT1080-NT tox = kills 2HG-producing HT-1080-NT fibrosarcoma cells. HT-1080-NT fibrosarcoma viability, CellTiter-Glo ATP luminescence, 48 h. Potency, µM (highest dose often 46.1 µM), inactives show at the highest dose activity, negative = less viability, hits mostly cytotoxic. hit rate 1.6% among 360,000. AID 686970;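 further: NT is the 2HG producing partner of a matched IDH1 knockdown line; potency means the concentration at half of the fitted maximal effect; 0% = DMSO-treated cells and -100% = media-only wells without cells; nearly all actives have a fitted effect of over 55% in size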
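Viability of the 2HG-overproducing fibrosarcoma line after 48 hours of compound exposure at 37 degrees C was determined by luminescence with CellTiter-Glo, and concentration-effect curves were then fitted and categorized.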
HT1080 IDH1KD tx = toxicity to HT-1080 IDH1 knockdown cells (counter line); HT-1080 IDH1 knockdown viability, ATP luminescence, 48 h; Potency, µM (series often up to 46.1 µM), for inactives: at the top dose activity, negative = toxicity, most hits filed as cytotoxic; hit rate 2% among 360,000; AID 686971;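 further: potency means the concentration at half of the fitted maximal effect; 0% = DMSO wells and -100% = cell-free medium wells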
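Assay cells: HT-1080 with IDH1 knockdown, 750 per well, RPMI/5% FBS. Exposure: 48 h at 37 °C following 2 h pre-incubation. Read: CellTiter-Glo luminescence; fitted concentration-response, curve class assigned.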
HepG2 viability = kills HepG2 cells in TGF-b inhibitor counter-screen; HepG2 CAGA-GFP viability, ATP luminescence, 18 h; Potency, µM (top dose mostly 46.1 µM), without a hit: at the top dose activity change, negative = cytotoxicity, hits mostly cytotoxic; hit rate 0.76% among 410,000; further: potency means the concentration at half of the fitted maximal effect; some results filed as inactive show a strong effect at the top dose
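HepG2 CAGA-GFP cells (1000/well, DMEM with 1% FBS) received compound, then TGF-beta at 500 pg/mL final, and were incubated 18 hours at 37 degrees C. Viability was read by CellTiter-Glo luminescence. Media-only wells were set as complete cell-killing and DMSO as no toxicity.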
SW480 rereplic = induces DNA re-replication in SW480 colon adenocarcinoma cells; SW480 DNA re-replication, Hoechst DNA content imaging, 48 h; Potency, µM (top dose mostly 46.1 µM), without a hit: at the highest dose re-replication activation, most hits filed as activators; hit rate 1.8% among 340,000; further: potency means the concentration at half of the fitted maximal effect; % of control where 0% means no effect; nearly all actives have a fitted effect of over 55% in size
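SW480 cells exposed to compounds for 48 hr at 37 C, 5% CO2, then Hoechst-stained 40 min. Nuclear DNA content imaged by fluorescence scanning (405 nm excitation, 500-530 nm emission); re-replication scored as increased high-intensity nuclei.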
S2 tox = viability counter-screen for ATXN expression inhibitors. S2 cells (HEK-293 line with an ATXN2-luciferase reporter) viability, CellTiter-Fluor protease fluorescence, 24 h. Potency, µM (top dose mostly 56.7 µM), hits mostly cytotoxic. hit rate 0.49% among 400,000. AID 651635; further: potency means the concentration at half of the fitted maximal effect; nearly all actives have a fitted effect of over 40% in size
Active calls of the source: *; i = inactive; ? = inconclusive; . = not tested or not shown; & = joins results of further samples; [ ] = dose if it differs, or a comment. Unless noted, the call rests on the fitted dose curve; in most records, active means well fitted curve in the direction sought with a large enough effect; inconclusive means small, poorly fitted or top-dose-only effect, or another doubt; inactive means no such curve, though single readings can be large; an effect the other way counts as inactive or inconclusive.

SMILES	MCF10A rerep	KB-3-1 cytotox	IL1B secr inh	ATXN2 expr inh	HT1080-NT tox	HT1080 IDH1KD tx	HepG2 viability	SW480 rereplic	S2 tox
COc1cc(/C=C2/C(=O)NN(c3ccc(C)c(Cl)c3)C2=O)cc([N+](=O)[O-])c1O	0%	0%	-9	.	-10%	-1%	-12%	-33%	i
O=C(c1cccc(Cl)c1)N1CCC(N2CCC(C(=O)N3CCOCC3)CC2)CC1	?	10%	1	-10%	26%	18%	5%	-6%	i
CC(=NNS(=O)(=O)c1cccc([N+](=O)[O-])c1)c1ccc(-n2ccnc2)cc1	7%	13%	20	-30%	-4%	1%	-34%	-4%	i
Cc1ccccc1-c1cccc([C@@H]2C[C@H]3[C@H](CON3C)CN2C)c1	-4%	2%	3	13%	4%	11%	0%	-9%	i
CCN(CC)S(=O)(=O)c1cccc(N2CC(O)=C(c3ccccc3)C2=N)c1	-2%	-12%	2	13%	8%	19%	0%	1%	i
CCc1nonc1NC(=O)c1oc2ccc(C)cc2c1C	-5%	3%	-5	.	19%	13%	25%&-5%	-4%	i
CC(C(=O)NCCc1ccc(Cl)cc1)n1c(=O)c2cccn2c2cccnc21 (stereo unspecified)	7%	-4%	-3	.	-11%	-11%	-25%	?	i
COc1ccc(-n2nc(C(=O)NCC(=O)NC(C)C)c3ccccc3c2=O)c(OC)c1	-1%	7%	14	-24%	9%	29%	-20%	0%	i
O=C1C(O)=C(O)C(=O)C(O)=C1O	2%	.	.	4%	.	.	.	-7%	i
CCCCCCCCCC(=O)NNC(=O)c1c(O)c2ccccc2n(CCC)c1=O	0%	-8%	-3	-18%	16%	21%	7%	3%	i
CCN(CC)CC(=O)Nc1ccc2c(c1)N(C(=O)CN(CC)CC)c1ccccc1CC2	-17%	1%	?	-15%	?	?	-35%	?	?
O=C(NC1CCCCCC1)C1c2ccccc2C(=O)N1Cc1ccco1 (stereo unspecified)	-9%	-1%	-17	-8%	6%	9%	-5%	-5%	i
CC(=O)CC1(O)C(=O)N(CN2CCN(c3ccccc3)CC2)c2ccccc21 (stereo unspecified)	8%	0%	14	-4%	3%	12%	-17%	-4%	i
CNc1ccc(Br)cc(C(=O)/C=C/c2ccc3c(c2)OCO3)c1=O	?	?	-100*	?	?	?	-1%	?	i
O=C(CN1C(=O)NC2(CCCCCC2)C1=O)N1CCN(S(=O)(=O)c2ccc(Cl)cc2)CC1	?	0%	12	7%	4%	-1%	-21%	-2%	i
CCOC(=O)CC1C(=O)NCCN1S(=O)(=O)c1ccccc1Cl (stereo unspecified)	0%	-1%	8	-1%	-1%	-1%	-6%	2%	i
Cc1cc(C)c(C(=O)/C=C/C=C/c2ccccc2)c(=O)[nH]1	?	0%	-79*	15%	-3%	-3%	-29%	-1%	i
CN(c1ccccc1)C(c1ccc(F)cc1)c1nnnn1CC1CCCO1 (stereo unspecified)	11%	-1%	-5	0%	-8%	-8%	1%	2%	i
Cc1noc(C)c1CSc1nnc2n(-c3ccccc3)c(=O)c3ccccc3n12	-3%	2%	28	9%	16%	-9%	8%	3%	i
CCc1ccc(-c2nc(CN3CCCC(C(=O)O)C3)c(C)o2)cc1 (stereo unspecified)	9%	1%	7	3%	1%	-3%	-11%	-1%	i
CC1=C(C(=O)N(C)C)CC(CC(=O)NCCCCc2ccccc2)C(=O)N1Cc1ccccc1 (stereo unspecified)	.	-6%	-24	-15%	-1%	0%	-11%	.	i
CCCCn1nnnc1SCC(=O)N1CCN(C(=O)c2ccco2)CC1	-5%	22%	-17	-12%	8%	2%	3%	2%	i
O=C(CC1C(=O)NCCN1C(=O)Nc1ccccc1)Nc1cccc(C(F)(F)F)c1 (stereo unspecified)	-71%[0.0737 µM]	0%	-23	-24%	-5%	-2%	-19%	?	i
Cc1ccc(-n2ncc3c2CCCC3NC(=O)CCCN2CCCC2=O)cc1C (stereo unspecified)	15%	-12%	13	6%	1%	-2%	-8%	0%	i
Cc1cccc2nc(Cn3c(=O)n(-c4ccccc4)c(=O)c4c5c(sc43)CCC5)cc(=O)n12	.	2%	.	7%	.	.	5%	.	i
Cc1onc(-c2ccccc2Cl)c1C(=O)N(C)Cc1ccccc1	12%	-5%	0	-8%	6%	-9%	-26%	0%	i
O=C(CCn1c2c(c3ccccc31)CCCC2)NNC(=O)c1ccc(Cl)c([N+](=O)[O-])c1	?	1%	-2	-13%	-20%	-8%	-42%	-1%	i
COc1ccc(N2CCN(C(=O)c3cccc(S(=O)(=O)N4CCc5ccccc54)c3)CC2)cc1	?	-9%	25	?	-15%	-21%	-6%	28%	i
OC1NC(=S)N(c2ccccc2)C1O (stereo unspecified)	-1%	1%	11	.	7%	4%	0%	-7%	i
CCN(CC)S(=O)(=O)c1ccc(N2CCOCC2)c(NC(=O)CSCc2c(C)noc2C)c1	-7%	-5%	-12	-7%	6%	1%	-14%	3%	i

Quoted at random: 3 entries already listed.
SMILES	MCF10A rerep	KB-3-1 cytotox	IL1B secr inh	ATXN2 expr inh	HT1080-NT tox	HT1080 IDH1KD tx	HepG2 viability	SW480 rereplic	S2 tox
CCCCn1nnnc1SCC(=O)N1CCN(C(=O)c2ccco2)CC1	-5%	22%	-17	-12%	8%	2%	3%	2%	i
Cc1cccc2nc(Cn3c(=O)n(-c4ccccc4)c(=O)c4c5c(sc43)CCC5)cc(=O)n12	.	2%	.	7%	.	.	5%	.	i
CCN(CC)S(=O)(=O)c1ccc(N2CCOCC2)c(NC(=O)CSCc2c(C)noc2C)c1	-7%	-5%	-12	-7%	6%	1%	-14%	3%	i

Following part:
SMILES	MCF10A rerep	KB-3-1 cytotox	IL1B secr inh	ATXN2 expr inh	HT1080-NT tox	HT1080 IDH1KD tx	HepG2 viability	SW480 rereplic	S2 tox
COc1cccc(C(=O)Nc2nc3ccccc3s2)c1	6%	0%	0	38%[activator]	-7%	-11%	-29%	?	i
Cc1cc(N/N=C/c2ccc3c(c2)OCO3)nc2ccccc12	16µM*	0%	-22	-11%	-11%	-17%	20µM*	?	i
CCN(CC)CCNC(=O)CNC(=O)c1nn(-c2ccc(OC)cc2OC)c(=O)c2ccccc12	3%	-1%	-1	.	14%	9%	3%	0%	i
O=C(c1csc(Nc2cccc3ccccc23)n1)N1CCCC1	3%	2%	0	87%[activator]	9%	10%	8%	1%	i
COc1ccccc1CNC(=O)c1ccc(CS(=O)(=O)c2ccccc2C)o1	0%	-10%&-3%	-9	3%	-8%	-4%	9%&-11%	-34%[inhibitor]	i
COc1cc(-c2noc(CCCC(=O)NC3CCCCC3)n2)cc(OC)c1OC	2%	-14%	5	-4%	2%	15%	7%	4%	i
O=C(CCc1nnc2ccc(NCCCN3CCCC3=O)nn12)NCc1ccccc1Cl	16%	-1%	3	.	3%	3%	-7%	-3%	?
CCOCCCNC(=S)N1CCC(C(=O)c2ccc3c(c2)OCCO3)CC1	0%	-3%	-9	-17%[11.3 µM]	-10%	-7%	-9%	18%	?
CCn1nnnc1NCc1cccc(Cl)c1	0%	12%	10	-6%	-9%	8%	14%	0%	i
OCC1(Cc2ccc(F)cc2)CCCN(Cc2ccc(F)cc2Cl)C1 (stereo unspecified)	23%	0%	-3	-37%	?	?	-23%	9%	i
COc1cccc(C2/C(=C(/O)c3ccccc3)C(=O)C(=O)N2CCCC(=O)O)c1 (stereo unspecified)	1%	7%	3	-7%	2%	1%	16%	0%	i
O=C(OCC(=O)c1cccc2ccccc12)c1ccc(CO)cc1	1%	-7%	-26	34%[activator]	7%	10%	7%	-2%	?
CN(Cc1ccccc1)C1CCNCC1	?	5%	-11	-12%	-1%	2%	5%	17%	i
Cc1ccc(CN2CCSc3ccc(C(=O)N4CCN(c5cccc(C)c5C)CC4)cc32)cc1	.	-24%	.	0%	.	.	4%	.	?
Cn1c(=O)c2c(nc(Br)n2CCSc2nc3ccccc3o2)n(C)c1=O	1%	?	-3	-8%	-2%	7%	5%	-11%	i
COc1ccc(NC(C)(C)c2nnnn2-c2c(C)cccc2C)cc1	13%	-21%	18	2%	-4%	-1%	11%	-4%	i
CCC1Oc2ccccc2N(CC(=O)NCCCN2CCN(c3ccc(OC)cc3)CC2)C1=O (stereo unspecified)	2%	-6%	-15	-7%	-11%	-10%	-2%	21%	i
COc1ccc(-c2nn3c(C4CCCCC4)nnc3s2)cc1OC	5%	21%	-13	-4%	-3%	-17%	-23%	-2%	i
CCSc1nnc(NC(=O)CSc2nc3c(cc2C#N)CCCC3)s1	4%	11%	-11	46%[activator]	1%	20%	-14%	2%	.
CC(=O)Nc1ccc(CN2CCc3c([nH]c4ccccc34)C2C(C)(C)C)cc1 (stereo unspecified)	6%	0%	28	-17%	-6%	-25%	-29%	1%	i
CCCS(=O)(=O)N1CCN(C(=O)COc2ccc(-c3ccccc3)cc2)CC1	11%	-7%	1	-10%	-14%	-5%	-13%	0%	i
N#Cc1ccc(C(=O)Nc2cccc(S(=O)(=O)NC3=NCCC3)c2)cc1	-9%	-12%	26	-16%	-13%	-14%	-28%	5%	i
CCC(C)NC(=O)Cn1c(=O)n(-c2ccc(C)c(C)c2)c(=O)c2c(C)c(C(=O)N(CC)CC)sc21 (stereo unspecified)	.	-14%	.	4%	.	.	1%	.	i
COc1ccc(C(=O)Nc2ccc(C3CC3(Cl)Cl)cc2)cc1 (stereo unspecified)	39%	-25%	-21	-15%	-1%	?	-28%	9%	?
O=C(NCC(=O)N1CCN(c2ccccc2)CC1)c1ccc(Br)o1	1%	.	-2	0%	6%	4%	14%	7%	i
CC(C)(C)c1ccc(OCC(=O)Nc2ccncc2)c(Br)c1	15µM*	?	39	.	-28%	-26%	-50%	-2%	i
